From PubChem
USP7 block: blocks human USP7 ubiquitin-rhodamine cleavage | inhibition, % at 20 µM | AID 1645854 | 0.3% of 47,000 active | Q93009 | purified USP7, Ub-rhodamine cleavage fluorescence
USP30 inh: blocks human USP30 ubiquitin-rhodamine cleavage | inhibition, % at 25 µM | purified USP30, Ub-rhodamine cleavage fluorescence | 5.3% of 47,000 active | Q70CQ3 | AID 1645860
UCHL1 block: human UCHL1 deubiquitinase inhibition; purified UCHL1, Ub-rhodamine cleavage fluorescence; inhibition, % at 20 µM; 0.2% of 47,000 active; AID 1645859
Target sequence (P09936 whole entry, looked up): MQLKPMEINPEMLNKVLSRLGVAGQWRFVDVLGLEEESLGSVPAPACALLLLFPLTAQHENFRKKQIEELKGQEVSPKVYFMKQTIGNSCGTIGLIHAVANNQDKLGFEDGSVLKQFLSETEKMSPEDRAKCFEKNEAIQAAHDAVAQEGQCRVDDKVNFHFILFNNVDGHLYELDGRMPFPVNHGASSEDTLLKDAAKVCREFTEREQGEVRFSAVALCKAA
USP8 inh: human USP8 deubiquitinase inhibition. P40818. purified USP8, Ub-rhodamine cleavage fluorescence, 30 min. inhibition, % at 20 µM. 4.2% of 47,000 active. AID 1645853
OTUD3 block: blocks human OTUD3 ubiquitin-rhodamine cleavage. 0.7% of 47,000 active. inhibition, % at 25 µM. purified OTUD3, Ub-rhodamine fluorescence, 2 h
USP28 block: inhibitors of human USP28 deubiquitinase | purified USP28, Ub-rhodamine cleavage fluorescence, 30 min | 3% of 47,000 active | inhibition, % at 25 µM | Q96RU2
USP17 block: inhibitors of human USP17 deubiquitinase; inhibition, % at 50 µM; 6.5% of 47,000 active; purified USP17, Ub-rhodamine cleavage fluorescence, 3 h; A8MUK1
Target sequence (A8MUK1 whole entry, looked up): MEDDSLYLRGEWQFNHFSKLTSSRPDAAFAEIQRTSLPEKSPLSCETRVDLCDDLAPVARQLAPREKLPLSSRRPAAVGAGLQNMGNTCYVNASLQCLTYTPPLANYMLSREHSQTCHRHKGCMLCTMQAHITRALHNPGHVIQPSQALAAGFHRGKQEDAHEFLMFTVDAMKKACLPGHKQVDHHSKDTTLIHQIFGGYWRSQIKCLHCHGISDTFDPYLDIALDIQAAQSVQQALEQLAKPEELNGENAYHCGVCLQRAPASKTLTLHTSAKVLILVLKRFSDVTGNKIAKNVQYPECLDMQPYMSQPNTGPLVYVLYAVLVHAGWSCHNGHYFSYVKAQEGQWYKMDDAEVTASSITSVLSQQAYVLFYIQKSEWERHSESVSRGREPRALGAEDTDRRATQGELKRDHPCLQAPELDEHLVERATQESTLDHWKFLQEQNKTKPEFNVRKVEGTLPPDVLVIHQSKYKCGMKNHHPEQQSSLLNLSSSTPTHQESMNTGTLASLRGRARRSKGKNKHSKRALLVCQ
USP10 inh: blocks human USP10 ubiquitin-rhodamine cleavage; purified USP10, Ub-rhodamine fluorescence, 60 min; inhibition, % at 20 µM; 1.1% of 47,000 active; AID 1645856
* marks the source's active call; other numbers are inactive results; i = inactive; nt = not tested or not shown. Rule as the data show it: active = inhibition above about 30%; inactive = the rest.

SMILES	USP7 block	USP30 inh	UCHL1 block	USP8 inh	OTUD3 block	USP28 block	USP17 block	USP10 inh
O=C(Cn1c(=O)n(-c2ccccc2)c2ncccc21)NCc1ccc(F)cc1	-3.3	9.0	-1.1	16.8	-3.6	2.6	25.8	-0.8
OC(c1ccccn1)c1c[nH]c2ccccc12 (stereo not given)	-7.3	-26.0	-2.7	-0.2	-12.6	-18.2	-10.4	-1.8
CCOC(=O)N1CCN(S(=O)(=O)c2ccc(C(=O)Nc3ccccc3Oc3ccccc3)cc2)CC1	-0.7	21.1	-0.6	2.0	3.7	-1.2	1.7	5.8
O=[N+]([O-])c1ccc(C(O)CN2CCN(Cc3ccccc3)CC2)cc1 (stereo not given)	0.0	8.9	79.1*	-96.5	8.1	0.0	-12.6	0.6
COc1cc2c(c(OC)c1OC)-c1ccc(N3CCN(C)CC3)c(=O)cc1[C@@H](NC(C)=O)CC2	-1.9	-13.3	-5.9	-36.2	-7.2	-7.5	-11.3	-6.6
C[C@]12CCC3=C(C(=O)c4occ5c4[C@]3(C)C3OC3C5O)C1CCC2=O (stereo not given in full)	-5.7	-13.2	-6.0	-13.0	-1.0	-4.9	-3.3	-4.2
Cc1cc(C)cc(-n2ccn3c(CCC(=O)NC4CC4)nnc3c2=O)c1	2.8	8.3	0.1	1.3	4.7	10.6	7.5	0.0
CN(C)c1ccc(NC(=O)COC(=O)C2(c3ccc(F)cc3)CCCC2)cc1	4.8	-31.1	4.6	71.5*	-10.3	-6.0	nt	1.7
Cc1cn[nH]c1C1CCCCN1C(=O)C(C)(C)n1cncn1 (stereo not given)	7.3	19.2	2.4	13.2	15.1	14.2	15.8	-0.7
Cn1c(=O)c2cc(C(=O)Nc3ccc(Cl)c4cccnc34)cnc2n(C)c1=O	-5.7	-58.1	-8.1	-41.0	-15.6	-17.9	-16.3	-2.7
COc1ccc(CNC(=O)Cn2cnc3c(c(C)c(C)n3-c3ccccc3)c2=O)cc1	-3.4	35.6*	4.0	0.0	5.2	19.2	29.8	2.5
Cc1sc(NC(=O)CN2CCc3ccccc3C2)nc1-c1ccc2c(c1)CCN2C(=O)c1cccc(F)c1	-43.0	-64.8	-11.4	51.2*	-28.1	-25.1	20.9	-7.1
CN1CCC2(CC1)CN(S(=O)(=O)c1ccc(Cl)cc1)Cc1ccccc1O2	-15.6	3.8	-1.4	-0.9	-5.7	-4.0	-12.9	-0.1
COc1noc(C2CCN(C(=O)c3cnc4ccccc4n3)CC2)c1C	0.9	9.9	2.4	-1.1	11.9	9.2	0.8	-1.0
O=C(O)CCc1nc2cc(C(F)(F)F)ccc2n(Cc2ccccc2)c1=O	-1.0	0.1	2.0	8.7	13.5	12.4	41.4*	0.0
COc1ccc(NC(C)C(=O)N2CC(=O)Nc3ccccc32)cc1 (stereo not given)	2.9	13.3	1.0	19.3	3.5	3.1	14.0	0.7
COc1ccc(NC(=O)c2oc(=O)c3ccccc3c2-c2ccccc2)cc1Cl	10.1	0.3	6.4	18.2	-0.2	0.9	6.1	7.5
Cc1cccc(NC(=O)C(C)n2c(C)nc3onc(C)c3c2=O)c1 (stereo not given)	0.1	-5.8	1.8	0.0	-5.4	0.7	0.2	-1.9
O=S1(=O)c2ccccc2NC(c2ccc(Cl)c(Cl)c2)N1Cc1ccccc1 (stereo not given)	6.1	29.5	2.3	6.2	8.2	11.0	-41.1	6.8
Cc1ccc2nc(SCc3cn4c(C)cccc4n3)[nH]c2c1	3.0	14.8	1.8	-15.2	1.7	13.6	-7.8	-0.1
CNC(=O)c1cc2c(nc1NC(C)C)CCN(Cc1ccc(OC)cc1)CC2	-4.6	-300.0	-5.3	-119.9	-73.7	-95.0	-111.6	-7.7
Cc1cnc(C(=O)N2CCc3nc(C(=O)NCc4ccccc4)sc3CC2)cn1	2.3	0.1	2.8	-4.2	3.2	4.1	0.3	-0.9
COc1c(O)cc2cc(C)oc(=O)c2c1O	2.4	35.8*	-0.4	6.5	18.7	7.9	6.6	3.4
Cc1cc(C(=O)NCCN2CCCCC2)c2cccc(C)c2n1	-4.6	-6.7	-4.9	-9.8	-3.2	-12.2	-10.5	1.0
Cc1ccccc1Cn1c(C(=O)O)c(CNC2CCCCCC2)c2ccccc21	-25.8	29.9	3.1	17.4	13.3	9.0	10.8	19.9
O=C1Nc2ccccc2C1c1c(-c2ccccc2Cl)[nH]c2[nH]c(=O)[nH]c(=O)c12 (stereo not given)	3.9	8.3	5.8	-83.8	10.4	16.7	8.5	3.6
CCOC(=O)C1CSC(CC(=O)Nc2ccccc2)C(=O)N1 (stereo not given)	-0.7	2.9	-0.8	-0.9	0.2	-13.7	-22.3	0.3
CC(C)(C)c1ccc(NC(=O)Oc2ccccc2N2CCOCC2)cc1	-18.5	23.8	2.7	-0.2	-0.4	-3.7	1.7	10.5
Cc1ccc(C(=O)N2CCc3cc(-c4csc(NC(=O)CNc5ccccc5)n4)ccc32)cc1	-35.6	-5.8	-0.7	-13.0	-1.0	-12.0	32.4*	5.8
Cc1ccc(S(=O)(=O)N2CC=C(C(=O)Nc3ccc(Br)c(C)c3)CC2)cc1	-16.6	-41.6	-1.6	-11.0	-10.6	0.0	-10.7	-3.9
CCCN1CCC2(CC1)Cc1ccccc1CN(C(=O)CC)C2	-4.3	-42.8	-4.1	-10.5	-10.5	-14.3	-14.4	-8.8
CC(C)NC(=O)N1CCC(c2cc3c(ncn3C)c(N3CCOCC3)n2)CC1	4.3	-2.9	1.8	18.7	14.6	2.3	nt	-2.4
CO/C=C(/C(=O)OC)[C@@H](C)[C@@H](/C=C/c1ccc(OC)cc1)OC	-1.8	-6.3	1.7	4.1	-4.3	-2.1	-0.3	0.6
Cc1ccc(C(CNC(=O)COc2ccc3ccccc3c2)N2CCN(C)CC2)cc1 (stereo not given)	-1.7	9.5	4.0	-5.1	2.8	2.1	-5.2	-5.6
CC(=O)N1CCCC(c2ccnc(Nc3ccccn3)n2)C1 (stereo not given)	5.7	13.7	-0.5	-6.1	9.5	5.5	6.4	0.5
CCn1c(CNC(=O)c2ccco2)nnc1SCC(=O)Nc1cccc(C)c1	-0.1	-6.7	-0.3	2.8	-2.6	-0.7	-1.9	1.3

Only USP30 inh, UCHL1 block and USP17 block (two entries from above):
Molecule | USP30 inh | UCHL1 block | USP17 block
CCCN1CCC2(CC1)Cc1ccccc1CN(C(=O)CC)C2 | -42.8 | -4.1 | -14.4
CC(C)NC(=O)N1CCC(c2cc3c(ncn3C)c(N3CCOCC3)n2)CC1 | -2.9 | 1.8 | nt

The results go on.
SMILES	USP7 block	USP30 inh	UCHL1 block	USP8 inh	OTUD3 block	USP28 block	USP17 block	USP10 inh
O=C(NCc1ccc(F)cc1F)c1nc(-c2cnccn2)no1	-1.4	-3.2	-2.1	-14.8	2.9	3.2	-24.6	-0.5
Cc1ccccc1NC(=O)Cn1cc(S(=O)(=O)N2CCCCC2)ccc1=O	3.6	15.7	1.0	14.7	11.3	6.3	12.6	2.7
Cc1noc(-c2cccc(=O)n2CC(=O)Nc2cccc(Cl)c2)n1	-12.1	4.4	1.2	9.8	7.2	8.1	2.4	0.0
COc1cc2nc(CN3CCN(Cc4ccc5c(c4)OCO5)CC3)[nH]c(=O)c2cc1OC	-0.5	-2.1	0.6	-5.9	-4.7	5.5	-25.2	-2.9
CN1CCN(CCNC(=O)c2cn3ccnc(-c4ccccc4)c3n2)CC1	0.9	-16.3	-1.5	-4.5	1.5	-1.4	-5.1	-4.3
O=C(c1cc2c(s1)CN(C1CCCC1)C2)N1CCCN(c2ncccn2)CC1	-8.4	-48.6	0.1	83.8*	-3.3	-1.5	21.0	-8.7
O=C(N[C@@H]1CC[C@H]2Oc3ccccc3N[C@H]2[C@@H]1O)c1cccnc1	1.2	13.7	0.5	-8.9	9.0	8.9	4.8	-1.6
O=C(O)c1ccccc1SCc1cn2cc(Cl)ccc2n1	2.4	-14.7	-5.6	-15.8	-3.4	-3.9	-3.8	-1.5
Cc1cc2c3c([nH]c2cc1S(=O)(=O)NCc1ccc(F)cc1)CCCC3=O	1.4	-10.4	3.2	2.3	0.8	26.0	-9.1	1.1
Cc1nc2nnc3ccc(C(=O)NC(C)C)cc3c2n1CCN(C)C	2.9	-46.7	-1.7	-9.4	-11.1	-10.3	-17.5	-3.5
CC(=O)c1ccc(NC(=O)C(C)n2nc(-c3ccccc3)c3cc(Cl)ccc32)cc1 (stereo not given)	3.4	-61.6	1.8	-0.1	-12.1	-19.5	-17.8	0.0
CC1Cc2ccccc2N1C(=O)CSc1nncn1-c1ccccc1 (stereo not given)	-6.4	11.2	1.9	-0.7	11.3	3.6	2.7	1.0

USP8 inh: what is marked active above.
SMILES	USP7 block	USP30 inh	UCHL1 block	USP8 inh	OTUD3 block	USP28 block	USP17 block	USP10 inh
CN(C)c1ccc(NC(=O)COC(=O)C2(c3ccc(F)cc3)CCCC2)cc1	4.8	-31.1	4.6	71.5*	-10.3	-6.0	nt	1.7
Cc1sc(NC(=O)CN2CCc3ccccc3C2)nc1-c1ccc2c(c1)CCN2C(=O)c1cccc(F)c1	-43.0	-64.8	-11.4	51.2*	-28.1	-25.1	20.9	-7.1
O=C(c1cc2c(s1)CN(C1CCCC1)C2)N1CCCN(c2ncccn2)CC1	-8.4	-48.6	0.1	83.8*	-3.3	-1.5	21.0	-8.7

4 consecutive entries out of the list so far:
SMILES	USP7 block	USP30 inh	UCHL1 block	USP8 inh	OTUD3 block	USP28 block	USP17 block	USP10 inh
O=C(NCc1ccc(F)cc1F)c1nc(-c2cnccn2)no1	-1.4	-3.2	-2.1	-14.8	2.9	3.2	-24.6	-0.5
Cc1ccccc1NC(=O)Cn1cc(S(=O)(=O)N2CCCCC2)ccc1=O	3.6	15.7	1.0	14.7	11.3	6.3	12.6	2.7
Cc1noc(-c2cccc(=O)n2CC(=O)Nc2cccc(Cl)c2)n1	-12.1	4.4	1.2	9.8	7.2	8.1	2.4	0.0
COc1cc2nc(CN3CCN(Cc4ccc5c(c4)OCO5)CC3)[nH]c(=O)c2cc1OC	-0.5	-2.1	0.6	-5.9	-4.7	5.5	-25.2	-2.9

More structures follow:
SMILES	USP7 block	USP30 inh	UCHL1 block	USP8 inh	OTUD3 block	USP28 block	USP17 block	USP10 inh
Cc1cccc(NC(=O)[C@H](Cc2ccccc2)NC(=O)[C@@H]2Cc3ccccc3CN2)c1	0.9	-41.0	1.8	9.6	-17.1	-13.0	-8.0	4.6
Cc1ccccc1CC(=O)NCc1noc(-c2ccccc2)n1	-2.4	-9.0	-2.0	-13.1	-8.3	-5.7	-5.6	0.5
O=C(Nc1nc2c(s1)CN(Cc1ccccc1)CC2)c1cc(=O)c2ccccc2o1	nt	-22.9	-0.8	-3.4	0.8	-55.1	-5.2	0.1
Cc1ncc2c(n1)C1(CCN(Cc3ccc(OC(C)C)cc3)CC1)OCC2	-3.8	-6.3	-1.2	-3.0	1.3	-4.8	-8.4	-1.5
O=C(Cn1ccc2ccc(N3CCOCC3)nc21)NCc1ccccc1F	-141.2	i	-158.4	-302.6	-202.9	-256.4	-174.2	-10.2
Cc1ccc(S(=O)(=O)NC(=NC2CCCCC2)c2ccc(Cl)cc2)cc1	0.4	-1.8	-2.7	7.0	-3.9	-7.0	-4.3	1.9
COc1ccc(C(=O)c2sc3nc4c(c(-c5cccnc5)c3c2N)CCC4)cc1OC	-14.0	-45.1	-12.3	-130.7	-3.2	4.3	-25.2	-9.3
Cn1c(=O)n(CC(=O)O)c(=O)c2c1nc1n2CCN1c1ccccc1	6.4	-1.2	5.2	4.0	7.8	2.8	-15.5	3.4
CCOC(=O)C(Cc1ccccc1)NC(=O)CCc1nnc2ccc(N3CCCC3)nn12 (stereo not given)	-5.0	12.8	-0.2	7.3	2.3	2.2	-0.4	-4.3
CCN1CCN(c2nc(N3CCCC3)nc3c2cnn3C)CC1	1.5	-4.5	-1.9	-36.8	-0.4	-6.3	-7.6	2.5
Cc1cccc(CC(=O)Nc2c(C)nc3sccn3c2=O)c1	0.1	-3.2	-1.2	-13.5	1.6	-6.9	-7.1	1.3
COc1ccccc1-c1cc2c(=O)n(Cc3nc(-c4ccc(F)cc4)no3)ccn2n1	9.2	-3.5	5.1	-1.5	-0.2	-2.2	-0.8	-0.4
Cc1cnn(CC(=O)N2CC[C@H]3NC(=O)c4ccccc4OCCCCC[C@H]3C2)c1	-0.5	-6.6	-2.9	9.9	12.0	1.6	0.0	-2.1
O=C(NCc1ccc(Cl)cc1)c1cccc(N2C(=O)CCS2(=O)=O)c1	-3.7	13.5	0.0	10.1	8.5	20.8	8.6	-11.2
O=C(Cn1cnc(-c2noc(-c3ccncc3)n2)c1)Nc1ccc(F)cc1	-4.1	-32.1	-2.5	1.7	-9.9	-4.2	6.1	-4.8
Cc1cc(Cl)ccc1NC(=O)c1cc(-c2ccncc2)n[nH]1	15.4	89.6*	6.0	21.0	27.6	72.3*	65.5*	6.0
O=C(COC(=O)C(Cc1ccccc1)NC(=O)c1ccccc1)NCc1ccccc1Cl (stereo not given)	3.4	5.3	5.9	3.3	4.9	7.5	12.4	7.7
CC1CN(C(=O)C2CCN(S(=O)(=O)c3ccccc3)CC2)CC(C)O1 (stereo not given)	0.1	2.4	-1.8	-0.1	-5.0	-6.4	3.6	1.3
Cc1nn(-c2ccccc2)c2c1c(C)c(CCC(=O)NCc1ccc3c(c1)OCO3)c(=O)n2C	8.1	6.0	5.7	9.5	3.4	11.0	8.1	0.8
CCOc1ccccc1-c1noc(-c2c(O)c3ccccc3[nH]c2=O)n1	-0.1	-34.9	-0.4	0.0	-8.1	-23.6	-3.2	3.0
